Screens (PubChem BioAssay)
TEAD-YAP inh – TEAD-YAP interaction inhibition. HEK-TIYL cells, TEAD-Gal4/YAP UAS-luciferase luminescence. inhibition, % at 9.12 µM. 640,000 tested, 1.4% active; in the data active means inhibition above about 32%;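 further: 0% = median of test compound wells and 100% = reference inhibitor wells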
MITF primary – inhibitors of human MITF; AlphaScreen MITF homodimerization, bead proximity signal; inhibition, % at 2.6 µM; O75030; 650,000 tested, 0.91% active; in the data active means inhibition above about 50%;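 further: 0% = vehicle wells with protein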
Target sequence (O75030 whole entry, looked up): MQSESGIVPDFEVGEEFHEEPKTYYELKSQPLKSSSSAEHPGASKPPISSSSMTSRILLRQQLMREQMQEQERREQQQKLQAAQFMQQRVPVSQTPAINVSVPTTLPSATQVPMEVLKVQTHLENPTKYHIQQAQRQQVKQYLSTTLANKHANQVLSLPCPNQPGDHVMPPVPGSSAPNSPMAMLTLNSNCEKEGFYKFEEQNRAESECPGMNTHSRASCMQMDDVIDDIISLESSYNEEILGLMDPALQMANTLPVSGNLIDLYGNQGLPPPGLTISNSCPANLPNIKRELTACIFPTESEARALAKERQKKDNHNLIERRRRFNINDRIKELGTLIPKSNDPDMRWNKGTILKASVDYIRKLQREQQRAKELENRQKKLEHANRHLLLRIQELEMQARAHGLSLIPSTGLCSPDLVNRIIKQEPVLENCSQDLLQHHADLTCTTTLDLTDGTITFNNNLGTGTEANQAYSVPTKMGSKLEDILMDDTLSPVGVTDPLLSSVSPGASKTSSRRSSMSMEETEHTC
FBW7 act – activators of human E3 ligase FBW7. Q969H0. AlphaScreen FBW7–phospho-cyclin E peptide binding, activator screen. normalized activity (activation), % at 26.1 µM. 650,000 tested, 0.13% active. AID 1259310; in the data active means normalized activity above about 1.9%;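 further: purified mutant Fbw7 with reduced substrate affinity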
GPR151 ag – activators of human GPR151 | activation, % at 11.2 µM | 650,000 tested, 1% active | PathHunter beta-arrestin GPR151 cells, luminescence | Q8TDV0 | AID 1508602; in the data active means activation above about 4.9%;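 further: 0% = median of compound wells and 100% = cells with positive control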
Target sequence (Q8TDV0 whole entry, looked up): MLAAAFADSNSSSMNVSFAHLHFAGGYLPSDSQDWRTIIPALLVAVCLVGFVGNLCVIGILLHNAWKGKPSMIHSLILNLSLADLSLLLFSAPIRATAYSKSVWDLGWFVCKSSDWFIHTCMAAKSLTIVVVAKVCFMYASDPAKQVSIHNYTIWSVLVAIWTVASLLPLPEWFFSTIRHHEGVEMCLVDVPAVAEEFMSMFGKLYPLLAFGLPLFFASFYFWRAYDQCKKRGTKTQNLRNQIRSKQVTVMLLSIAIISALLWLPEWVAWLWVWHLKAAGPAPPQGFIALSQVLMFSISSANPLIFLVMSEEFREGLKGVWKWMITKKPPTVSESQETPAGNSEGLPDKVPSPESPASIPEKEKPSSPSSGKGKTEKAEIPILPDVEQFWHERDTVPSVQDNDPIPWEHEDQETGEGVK
An asterisk follows results filed as active.

structure | GPR151 ag | FBW7 act | TEAD-YAP inh | MITF primary
CC(C)N1C/C(=C\c2ccc3nccnc3c2)C(=O)/C(=C/c2ccc3nccnc3c2)C1 | 0.0 | -0.2 | -5 | -11
COc1ccc2oc(=Nc3ccccc3)c(C(=O)NC(C)=O)cc2c1 | 3.6 | -0.2 | -52 | 6
COc1cc(C2C(C#N)=C(N)OC3=C2C(=O)CC(C)(C)C3)ccc1OC(C)=O (centres undefined) | 5.3* | -0.2 | 2 | -2
O=C(/N=C1\NC(=O)C(F)(C(F)(F)F)S1)Nc1cccc(C(F)(F)F)c1 (centres undefined) | 0.0 | 0.0 | 12 | -7
O=C(NCc1ccccc1C(F)(F)F)C1CC12CCN(C(=O)c1cn[nH]c1)CC2 (centres undefined) | 0.0 | 0.0 | -3 | -12
CCc1ccc(NC(=O)N2CCC(N(C)C(C)C)CC2)cc1 | -0.8 | 1.2 | -11 | 16
CCOC(=O)c1cnn(-c2ccccc2)c1NC(=O)CSc1nc2ccccc2s1 | 0.4 | 0.6 | -11 | 14
CCC1=NN2C(=N)/C(=C/c3cn(CCOc4ccc(C5CCCCC5)cc4)c4ccccc34)C(=O)N=C2S1 | 0.8 | 0.1 | 2 | -3
Cc1cc(C)cc(NC(=O)c2cc(S(=O)(=O)N3CC(C)CC(C)C3)ccc2F)c1 (centres undefined) | 0.1 | 0.1 | -9 | 3
CC(NS(=O)(=O)c1ccc(C(C)(C)C)cc1)C1C2CC3CC(C2)CC1C3 (centres undefined) | 2.1 | 0.4 | -7 | 0
CC(C)c1ccc(NC(=O)C(c2ccc3c(c2)OCO3)N2CCOCC2)cc1 (centres undefined) | 0.2 | 0.0 | -6 | 4
O=C(NCc1cccc(C(F)(F)F)c1)c1cccc(Nc2ccc(-n3ccnc3)cc2)c1 | -0.4 | -0.1 | -6 | -4
Cc1cc([N+](=O)[O-])c(NCCN)c([N+](=O)[O-])c1 | 0.5 | -0.3 | -7 | -3
Cn1c(=O)n(CCN2CCCCC2)c(=O)c2c1nc1n2CCN1c1ccccc1 | 0.7 | 0.3 | 0 | -4
COc1cccc(C(=O)Nc2nc(-c3ccc(OC)c([N+](=O)[O-])c3)c(C)s2)c1 | -1.4 | -0.1 | 1 | 8
CCn1cnc2sc(C(=O)N3CCN(c4ccc(OC)cc4)CC3)c(C)c2c1=O | 2.3 | 0.1 | 1 | 7
CC1CCc2cc(F)ccc2N1S(=O)(=O)c1cc2c3c(c1)CC(=O)N3CCC2 (centres undefined) | -1.2 | 0.3 | -1 | 0
COc1cccc(/C=C2\C(=O)N(c3ccc(Cl)c(C(=O)O)c3)N=C2C)c1 | 0.4 | -0.3 | -10 | 0
Cc1cccc(NC(=O)CN2C(=O)c3ccccc3C2=O)c1 | 0.4 | 0.1 | 8 | 10
Cc1ccc(-c2c3c(nc4sc(C(=O)Nc5cccc(F)c5)c(N)c24)CCCC3)o1 | 0.8 | 1.2 | -2 | 18
COc1ccccc1N(CN1CCCC1=O)C(=O)c1c(F)cccc1F | -0.6 | -0.1 | -4 | 1
O=[N+]([O-])c1cccc(Cl)c1N1CCOCC1 | -0.5 | -0.1 | -3 | -16
Cc1ccc(CSc2ccc(C(=O)NNC(=O)c3ccccc3Br)cc2[N+](=O)[O-])cc1 | -1.3 | 0.0 | 4 | 15
CCCCC(CC)CNC(=O)c1ccc2c(c1)OCO2 (centres undefined) | -0.9 | 1.0 | -4 | 2
O=[N+]([O-])c1cc(Cl)cc(/C=N/NCCO)c1O | 0.4 | 0.1 | 9 | -3
COC(=O)c1c(NC(=O)c2cccc(C)c2)sc2c1CCC2 | -1.4 | 0.2 | 7 | 7
CCOc1ccc(N(C(C)C(=O)Nc2cccc(C(F)(F)F)c2)S(C)(=O)=O)cc1 (centres undefined) | -2.4 | 0.2 | 5 | 5
CC(=O)Nc1cc(CNCc2cccc(Oc3ccccc3)c2)cc(C(=O)N2CCCC2)c1 | 1.8 | -0.1 | -1 | -3
CS(=O)(=O)N(CC(=O)NCCSc1ccc(Cl)cc1)c1ccc2c(c1)OCO2 | -1.3 | 0.0 | 4 | -10
O=C(COc1ccc(Cl)cc1Br)Nc1ccccc1[N+](=O)[O-] | -0.8 | 0.6 | 7 | 17
CCC[C@@H]1NC(=O)[C@@H]2C[C@H](NC(=O)Nc3cccc(SC)c3)CN2C1=O | -1.4 | 0.6 | 15 | 12
COc1ccc(OC)c(N2C(=O)CC(Cc3ccc(Cl)cc3)C2=O)c1 (centres undefined) | -1.2 | 0.1 | 1 | 8
CN(C)C(=O)c1cnccc1Nc1ccc(C(=O)NCC(O)C(=O)N2CCOCC2)cc1 (centres undefined) | -0.4 | 0.0 | 3 | 2
COc1ccc(-c2nc(NCc3cccc(C(F)(F)F)c3)c3ncn(-c4ccsc4)c3n2)cn1 | 3.1 | 0.1 | -3 | -8
CC(C)(C)NC(=O)C(c1ccncc1)N(C(=O)c1csnn1)c1ccc(F)cc1 (centres undefined) | 1.6 | -0.2 | 6 | 4
CCOC(=O)c1c(NC(=O)CCCOc2ccc(Cl)cc2Cl)sc(C(C)=O)c1C | -0.5 | 0.0 | -7 | 5
COC(CNc1cc(-c2cccnc2)nc(-c2ccccc2)n1)OC | 0.6 | -0.3 | 15 | -1
O=C1CCCN1CCCNc1nc(Nc2ccccc2)nc2c1ncn2-c1ccccc1 | -1.2 | -0.1 | 39* | 6
COC(=O)CCSCC(=O)N1N=C(c2ccc(Br)cc2)CC1c1cccc(OC)c1OC (centres undefined) | 0.1 | 0.1 | 16 | 1
Cc1cc(Br)ccc1OCC(=O)NC1CCCC1 | 0.4 | 0.2 | -3 | 8
O=C(NNC(=O)C1CC12CCC2)C1C2CCCCC21 (centres undefined) | 1.3 | -0.1 | -11 | -5
Cc1ccc(S(=O)(=O)N(C(=O)NC(=O)Nc2c(C)cc(C)cc2C)c2ccc(Cl)cc2)cc1 | -0.6 | 0.0 | -5 | -8
O=S(=O)(c1ccc(F)cc1)N1CCCc2cccc(O)c21 | 0.5 | 0.1 | -36 | 2
Cc1csc(S(=O)(=O)N2CCCC(C(=O)c3cccc(Cl)c3)C2)c1 (centres undefined) | -0.8 | 0.1 | -6 | -18
COC1CCCN(C(=O)CCc2nnc(CCc3c[nH]c4ccccc34)o2)C1 (centres undefined) | -0.5 | 0.2 | 7 | 5
COc1ccc([N+](=O)[O-])cc1NC(=O)Cc1c(C(=O)O)n(C)c2ccc(C)cc12 | 1.7 | 0.1 | 13 | 6
CCOC(=O)C1=C(C)N=c2s/c(=C\c3ccc(OCc4ccc(Cl)cc4Cl)cc3)c(=O)n2C1c1ccc(N(C)C)cc1 (centres undefined) | -0.4 | -0.2 | -18 | 0
C=CCN(CC=C)C(=O)Cc1ccc(F)cc1 | -0.5 | 0.1 | 9 | 7
COCCCNc1ccc([N+](=O)[O-])cc1C(N)=O | -1.2 | 0.3 | 1 | 13
Cc1ccc(-n2nc3c(c2NC(=O)C2CCCC2)CSC3)c(C)c1 | 0.5 | 1.9* | 4 | 17

Additional compounds follow.
structure | GPR151 ag | FBW7 act | TEAD-YAP inh | MITF primary
CCC1CCCCN1C(=O)c1sc2ncn(CC(=O)N3CCC(C)CC3)c(=O)c2c1C (centres undefined) | 0.5 | -0.1 | 0 | 2
COC(=O)C(C)(C)ONC(=O)Nc1ccccc1Cl | -0.3 | 0.0 | -1 | -9
COc1ccccc1C1CC(=O)n2c(nc(-c3ccccc3)c2-c2ccccc2)S1 (centres undefined) | 1.8 | 0.2 | 11 | 2
O=C(Nc1cc(C(F)(F)F)ccc1Cl)c1cc(-c2cccc(Br)c2)nc2ccccc12 | 0.2 | 0.0 | 2 | 4
COCCNC(=S)Nc1ccc(Cl)cc1Cl | 2.4 | 0.1 | -20 | -9
Cc1ccc(CCNC(=O)C2CCCN(C(=O)N(C)C)C2)cc1 (centres undefined) | 1.4 | 0.0 | -7 | -10
O=C(Nc1ccc(-c2cscn2)cc1)C1CCCN(C(=O)c2csnn2)C1 (centres undefined) | 1.2 | -0.1 | 0 | -5
CC1=CC2=NC(=O)/C(=C\c3cccn3CCCOc3ccc(Cl)cc3)C(=N)N2O1 | -0.7 | 0.1 | -9 | 8
Oc1ccc2ccccc2c1CN1CCN(c2ccccc2)CC1 | -0.9 | 0.2 | 2 | 5
COc1ccccc1C(CCNCc1ccc(N(C)C)cc1)C1CCOC(C)(C)C1 (centres undefined) | -0.1 | -0.4 | -5 | 5
COc1cc2cc(CN(CCO)S(=O)(=O)c3ccc(F)cc3)c(=O)[nH]c2cc1OC | 0.8 | 0.2 | 2 | 6
CC(C)(C)C(=O)Nc1ccc2c(c1)-c1cc(NC(=O)C(C)(C)C)ccc1C2 | -0.3 | 0.1 | -11 | -1
O=C1c2ccccc2-c2onc3c(Oc4ccccc4)cc(O)c1c23 | 0.1 | -0.4 | -48 | 40
O=C(Nc1cccc(C(F)(F)F)c1)c1ccc(F)c(S(=O)(=O)NCc2ccco2)c1 | -0.9 | 0.3 | 0 | 14
O=C(CC12CC3CC(CC(C3)C1)C2)NC1CCSc2ccccc21 (centres undefined) | -1.7 | 0.0 | 1 | -4
CCC(C)(C)NC(=O)CN(CC1CCCO1)C(=O)CNS(=O)(=O)c1ccc(F)cc1 (centres undefined) | -1.2 | -0.1 | 3 | -4
CC1=C(C(=O)N2CCCCC2)C(c2cccc(Cl)c2)n2ncnc2N1 (centres undefined) | -0.1 | 0.0 | 4 | 13
C/C(=N/NC(=O)c1cc(O)cc(O)c1)c1ccccc1O | -1.0 | -0.1 | 12 | -3
CCc1cccc(C)c1NC(=S)N(CCCN1CCCCCC1)Cc1ccco1 | -1.3 | -0.1 | 1 | 1
CN1CCN(C2=NC(=O)/C(=C\c3ccccc3O)S2)CC1 | 2.2 | -0.1 | -1 | -4
COc1ccc(/C=N\Nc2ccc3ccccc3n2)cc1OC | 0.3 | -0.1 | -43 | 7
CCOC(=O)c1oc2ccccc2c1NC(=O)C1CC1 | -0.5 | 0.5 | 4 | 13
CC(C)c1nnc(NC(=O)c2ccc(S(=O)(=O)N3CCCC3)cc2)s1 | 2.0 | 0.0 | 10 | -5
O=S(=O)(/C=C/c1ccccc1)N1CCC(CO)(Cc2ccccc2)CC1 | 1.4 | -0.1 | -4 | -5
Cc1ccc(NC(=O)Cc2csc(NC(=O)c3ccc(Cl)cc3)n2)cc1Cl | 0.7 | 0.0 | -49 | 0
CCCCc1ccc(N2C(=NC(=O)CCCC(=O)O)SC3CS(=O)(=O)CC32)cc1 (centres undefined) | -0.2 | 0.9 | -5 | 4
O=C(O)c1cc(N/N=C/c2ccc(F)cc2)ccc1Cl | -1.4 | 0.1 | -59 | 4
O=c1/c(=C/c2ccc(OCc3ccccc3)cc2)sc2nc(-c3ccncc3)nn12 | 0.4 | 0.1 | -7 | 2
CCOCCOC(=O)c1ccc(NC(=O)c2ccc(OC)cc2)cc1 | 1.6 | 0.1 | 6 | -10
CCN(CC)CCOC(=O)c1ccc(NC(=O)Cn2ncc3c2-c2ccccc2OC3)cc1 | -0.1 | 0.1 | -1 | 11
N#Cc1cc([N+](=O)[O-])ccc1NC(=O)COC(=O)/C=C/c1ccc2c(c1)OCO2 | 0.8 | -0.2 | -8 | -1
Cc1onc(-c2c(Cl)cccc2Cl)c1C(=O)N1CCOCC1 | -0.1 | 0.0 | 0 | -1
COC(=O)C(SCC(=O)Nc1ccccc1)(c1c(C)[nH]n(-c2ccccc2)c1=O)C(F)(F)F (centres undefined) | -0.1 | -0.7 | -10 | 0
COc1ccc(/C=C\C23N(Cc4ccccc4)C(=O)CN2c2ccccc2C3(C)C)cc1 (centres undefined) | 2.9 | 0.3 | 31 | 20
CC[n+]1c(S(=O)(=O)O)ccc2cccc(C)c21 | 0.4 | 0.0 | 8 | -1
COc1ccc(OC)c(NC(=O)C(=O)NNC(=O)c2cccs2)c1 | 2.9 | 0.1 | 1 | -1
Cn1c(=O)c2c(n(C)c1=O)n1c(-c3ccc(F)cc3)nnc1n2CCCc1ccccc1 | 1.2 | 0.1 | -1 | 13
CCOC(=O)c1c(NC(=O)Cn2nc(C)c([N+](=O)[O-])c2C)sc2c1CCC(C(C)(C)C)C2 (centres undefined) | -0.3 | -0.2 | -8 | -2
COc1ccccc1C(=O)Nc1cccc(N2CCC(NCc3ccsc3)CC2)c1 | -1.0 | -0.2 | -12 | -10
O=C(CCC(=O)c1ccc(F)cc1)Nc1ccccc1Cl | -2.1 | 0.5 | -22 | 6
COc1ccc(NC(=O)Cn2nnc(-c3ccc(N)cc3)n2)c(OC)c1 | -0.4 | -0.1 | 6 | 4
C=CCNC(=O)c1cccc(I)c1 | 0.2 | 0.0 | -2 | -12
O=C(CSc1nc2ccccc2c(=O)n1NS(=O)(=O)c1ccc(Cl)cc1)c1ccccc1 | 0.0 | 0.0 | -1 | -4
N#Cc1cc2c(nc1SCc1ccccc1)CCC2 | -1.5 | 0.8 | 8 | 14
Cc1cc(C(=O)NNC(=O)C2CCN(C(=O)Nc3ccccc3)CC2)c(C)o1 | -0.7 | -0.1 | -6 | -1
CCOc1cccc(-c2cn3c(NC(=O)Cc4ccccc4OC)cnc3cn2)c1 | -0.1 | -0.1 | -7 | -4

Compound profiles, from the list above.
`CC[n+]1c(S(=O)(=O)O)ccc2cccc(C)c21` across the screens: GPR151 ag: 0.4; FBW7 act: 0.0; TEAD-YAP inh: 8; MITF primary: -1
`COc1ccccc1C(=O)Nc1cccc(N2CCC(NCc3ccsc3)CC2)c1` across the screens: GPR151 ag: -1.0; FBW7 act: -0.2; TEAD-YAP inh: -12; MITF primary: -10
`COC(=O)C(SCC(=O)Nc1ccccc1)(c1c(C)[nH]n(-c2ccccc2)c1=O)C(F)(F)F` (centres undefined) across the screens: GPR151 ag: -0.1; FBW7 act: -0.7; TEAD-YAP inh: -10; MITF primary: 0
